# Assay outcomes (PubChem)
# SMN2 splice up: qHTS Assay for Enhancers of SMN2 Splice Variant Expression. HEK293 SMN2-luciferase splicing reporter, luminescence, 30-36 h. Potency, µM (top dose mostly 46.1 µM), for the others: at the highest dose activity change, positive = activation, actives largely listed as activators. actives 2.8% (n = 210,000). AID 1458, 2008; also: % of control where 0% means no effect; nearly all actives have a fitted effect of over 55% in size
#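 HEK293 cells carry an SMN2 minigene-luciferase reporter in which exon 7 inclusion puts luciferase in frame. Cells were seeded at 2000 cells/well, attached for 10-12 hours, then exposed to compounds for 30-36 hours at 37C before ONE-Glo luminescence.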
# RECQ1 helicase: qHTS Assay for Inhibitors of RecQ-Like Dna Helicase 1 (RECQ1) | RECQ1 DNA unwinding, red fluorescence kinetic read | ATP-dependent DNA helicase Q1 (Homo sapiens), P46063 | AID 2549, 2010 | Potency, µM (series often up to 57.3 µM), for the others: top-dose activity, negative = inhibition, usual class: inhibitors | actives 0.54% (n = 240,000);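 also: plate controls were vehicle for no effect and no enzyme for full effect; nearly all actives have a fitted effect of over 30% in size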
#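 RECQ1T1 50 nM; forked duplex (20 bp + 30-nt ss tails) 200 nM, ATP 2 mM final; pH 8.0, 2 mM MgCl2, 2.5 ug/ml poly(dI-dC); 15 min compound preincubation; discontinuous kinetic read over 2 h at RT.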
# KinaseGlo FLuc: Counterscreen for Luciferase (Kinase-Glo TM) Inhibition; Luciferin 4-monooxygenase (Photuris pensylvanica), Q27757; Kinase-Glo luciferase, ATP luminescence, 8 min; Potency, µM (titrated, usually from 38.3 µM), inactives show at the highest dose activity change, negative = inhibition, usual class: inhibitors; actives 0.28% (n = 200,000); also: % is scaled to controls: 0 for no effect and ±100 for the full control effect; nearly all actives have a fitted effect of over 60% in size
#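 Recombinant Kinase-Glo luciferase, 10 uM ATP (linear range), luciferin; imidazole pH 7.2 / KCl / MgCl2 / Tween / BSA buffer; 8 min RT; luminescence.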
# Epigenetic derep: Quantitative High-Throughput Screen for Regulators of Epigenetic Control. AID 1865, 2009. Potency, µM (doses to about 53.9 µM), without a hit: top-dose GFP activation, actives largely listed as activators. murine LDR cells, GFP reporter derepression, 30 h. actives 0.2% (n = 280,000); also: % of control where 0% means no effect; nearly all actives have a fitted effect of over 60% in size
#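 GFP-positive cell count by laser-scanning cytometry (objects 20–120 um) after 30 h, 37 C compound exposure of murine LDR cells; reporter is CMV-GFP integrated at a silenced locus, inducible by HDAC or DNMT inhibitors.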
# JMJD2E inh: qHTS Assay for Inhibitors of Human Jumonji Domain Containing 2E (JMJD2E); JMJD2E catalytic domain, FDH-coupled NADH fluorescence (FDH is formaldehyde dehydrogenase); Lysine-specific demethylase 4E (Homo sapiens), B2RXH2; actives 1.6% (n = 230,000); Potency, µM (doses to about 57.1 µM), without a hit: at the highest dose activity change, negative = inhibition, hits mostly inhibitors; active = well fitted inhibition curve with a large enough effect, not every such curve was filed as active; inconclusive = small, poorly fitted or top-dose-only effect, or another doubt; inactive = no such curve, though single readings can be large or run the other way;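 also: 0% = wells with enzyme and -100% = buffer wells without enzyme; nearly all actives have a fitted effect of over 50% in size; many of its hits are not listed in these tables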
# Target sequence (B2RXH2 1-337 limits assumed): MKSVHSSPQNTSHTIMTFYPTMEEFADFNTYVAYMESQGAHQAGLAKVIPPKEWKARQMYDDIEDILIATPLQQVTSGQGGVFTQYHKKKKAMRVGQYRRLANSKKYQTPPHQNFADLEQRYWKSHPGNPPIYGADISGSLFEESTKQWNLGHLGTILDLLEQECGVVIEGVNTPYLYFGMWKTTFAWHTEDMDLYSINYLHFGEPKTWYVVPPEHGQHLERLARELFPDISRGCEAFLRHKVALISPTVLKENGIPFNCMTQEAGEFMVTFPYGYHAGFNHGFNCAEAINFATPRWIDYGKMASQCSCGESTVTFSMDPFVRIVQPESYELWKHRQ
# RGS12 GoLoco inh: qHTS Assay for Inhibitors of RGS12 GoLoco Motif Activity (Red Fluorophore); actives 0.44% (n = 230,000); Potency, µM (top dose mostly 61.6 µM), without a hit: at the highest dose activity, negative = inhibition, hits mostly inhibitors; AID 880, 2007; Guanine nucleotide-binding protein G(i) subunit alpha-1 (Homo sapiens), P63096; Gai1:RGS12 GoLoco peptide FP, rhodamine, 10 min; active = well fitted inhibition curve with a large enough effect, not every such curve was filed as active; inactive = no such curve, though single readings can be large or run the other way; also: % is scaled to controls: 0 for no effect and ±100 for the full control effect; nearly all actives have a fitted effect of over 30% in size; many of its hits are not listed in these tables
# Target sequence (P63096 whole entry, looked up): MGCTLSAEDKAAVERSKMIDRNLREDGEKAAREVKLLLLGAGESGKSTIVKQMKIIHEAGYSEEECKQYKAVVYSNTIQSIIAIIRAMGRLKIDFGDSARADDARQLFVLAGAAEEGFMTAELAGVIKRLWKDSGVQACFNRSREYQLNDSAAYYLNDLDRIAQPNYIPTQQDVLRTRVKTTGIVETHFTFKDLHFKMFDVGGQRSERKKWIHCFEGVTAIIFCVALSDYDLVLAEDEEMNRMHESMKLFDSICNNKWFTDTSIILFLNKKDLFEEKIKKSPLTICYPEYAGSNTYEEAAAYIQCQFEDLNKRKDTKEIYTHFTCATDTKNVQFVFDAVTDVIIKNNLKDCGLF
# IMPase Li inh: qHTS Assay for Identifying the Cell-Membrane Permeable IMPase Inhibitors: Potentiation with Lithium | actives 0.35% (n = 210,000) | CHO-M1 cells, IP1 TR-FRET (IP-One), carbachol + lithium | AID 1457, 2008 | Potency, µM (highest dose often 59.4 µM), for the others: at the top dose activity, negative = IMPase inhibition, actives largely listed as inhibitors;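 also: IP1 builds up when IMPase is blocked and the TR-FRET signal falls; plate controls were basal vehicle for no effect and high inhibitor control for full effect; nearly all actives have a fitted effect of over 50% in size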
#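 Steps: plate 2000 CHO-M1 cells per well and culture 16–30 h; add compound and lithium; incubate 30 min, 37C; add d2-IP1 tracer and Eu cryptate anti-IP1 antibody in lysis buffer; read after 10 min at room temperature.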
# NPSR antagonist: qHTS Assay for Antagonists of the Neuropeptide S Receptor: cAMP Signal Transduction | Potency, µM (top dose mostly 38.3 µM), for the others: top-dose activity change, negative = inhibition, most hits filed as inhibitors | Q6W5P4 | actives 1% (n = 220,000) | AID 1461, 2008 | CHO-NPSR cells, cAMP TR-FRET, antagonist mode; also: % is scaled to controls: 0 for no effect and ±100 for the full control effect; nearly all actives have a fitted effect of over 50% in size; many of its hits are not listed in these tables
# Target sequence (Q6W5P4 whole entry, looked up): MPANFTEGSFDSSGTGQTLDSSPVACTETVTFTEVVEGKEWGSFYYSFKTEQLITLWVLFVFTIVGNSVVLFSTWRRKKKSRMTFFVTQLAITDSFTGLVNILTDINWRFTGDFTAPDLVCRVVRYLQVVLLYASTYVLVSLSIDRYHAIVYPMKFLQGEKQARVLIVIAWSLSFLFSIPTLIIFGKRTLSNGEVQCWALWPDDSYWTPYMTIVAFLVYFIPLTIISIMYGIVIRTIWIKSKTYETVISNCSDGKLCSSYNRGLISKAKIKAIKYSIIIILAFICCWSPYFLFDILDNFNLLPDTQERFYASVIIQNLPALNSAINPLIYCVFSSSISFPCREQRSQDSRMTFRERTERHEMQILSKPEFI
# An asterisk follows results filed as active; i = inactive; ? = inconclusive; / = not tested or not shown; & = joins results of further samples; [ ] = remark or other dose. Unless noted, calls follow the shape of the dose curve; as a rule, active = well fitted curve in the direction sought with a large enough effect; inconclusive = small, poorly fitted or top-dose-only effect, or another doubt; inactive = no such curve, though single readings can be large; an effect the other way counts as inactive or inconclusive. Potency is read from the fitted curve at half-maximal effect.
SMILES,SMN2 splice up,RECQ1 helicase,KinaseGlo FLuc,Epigenetic derep,JMJD2E inh,RGS12 GoLoco inh,IMPase Li inh,NPSR antagonist
CCOC(=O)c1c(N)sc2c1CCC1C(=O)N(C3CCCCC3)C(=O)C21 (stereo not given),-30.2%[inhibitor],-2.8%,1.6%,0.0%,-5.8%,16.4%,22.8%[38.3 µM],-21.3%[46.1 µM]
C=CCn1c(SCC(=O)c2ccccc2)nnc1-c1cc2ccccc2o1,-17.3%,-15.0%,-8.2%,2.6%,-5.4%,1.5%,7.6%[38.3 µM],?
COc1ccccc1C(=O)N=Nc1c(O)[nH]c2ccc([N+](=O)[O-])cc12,-2.2%,-7.5%,-3.0%,?,-0.7%,-17.1%,16.6%,-4.0%
CCOC(=O)C1CCCN(CCC(=O)Nc2cccc(C)c2)C1 (stereo not given),5.8%,2.0%,-2.1%,1.1%&-1.6%,3.7%,1.8%,0.4%,0.6%
Cc1nnc2c(NC3CCCC3)nc3ccccc3n12,19.4%,i,0.4%,8.7%,5.6%,1.0%,-1.6%,10.4%
COc1ccccc1C(=O)NCC(=O)NC1CCCc2ccccc21 (stereo not given),4.6%,-2.4%,-3.2%,-1.1%,-2.9%,7.7%,4.2%,3.6%
Cc1cc(C)c(NC(=O)CN)c(C)c1,0.0%,i,0.8%,3.3%,1.6%,11.5%,3.3%,15.0%
CC1CCC2C(=O)N(c3ccc(S(=O)(=O)c4ccccc4)cc3)C(=O)C2C1 (stereo not given),8.2%,-0.6%,-0.4%,0.1%,1.2%,-5.1%,5.7%,-15.3%
CCOc1ccc(NC(=O)NC(C)CC)cc1 (stereo not given),-7.3%,10.0%,-15.7%,-1.5%,4.0%,9.3%,3.4%,15.9%
Cc1ccc2cc3cc(C(=O)N4CCN(Cc5ccccc5)CC4)sc3nc2c1,-16.7%,-8.8%,1.2%,0.7%,0.8%,6.3%,46.6%[activator][38.3 µM],-3.6%[46.1 µM]

# Continued (2 carried over from the part before).
SMILES,SMN2 splice up,RECQ1 helicase,KinaseGlo FLuc,Epigenetic derep,JMJD2E inh,RGS12 GoLoco inh,IMPase Li inh,NPSR antagonist
CCOc1ccc(NC(=O)NC(C)CC)cc1 (stereo not given),-7.3%,10.0%,-15.7%,-1.5%,4.0%,9.3%,3.4%,15.9%
Cc1ccc2cc3cc(C(=O)N4CCN(Cc5ccccc5)CC4)sc3nc2c1,-16.7%,-8.8%,1.2%,0.7%,0.8%,6.3%,46.6%[activator][38.3 µM],-3.6%[46.1 µM]
COc1cccc(O)c1CN1CCCC(C(=O)c2cccc(C(F)(F)F)c2)C1 (stereo not given),/,-1.2%,-2.8%,-2.7%,10.4%,5.2%,23.5%,52.0%
CC(C)(C)S(=O)(=O)/C(C#N)=N/Nc1ccc(Cl)cc1,-65.3%[inhibitor],2.0%,6.6%,-0.5%,-8.4%,6.6%,9.3%,-16.1%
Cc1cc(NC(=O)c2cccs2)n(-c2nc3ccccc3[nH]2)n1,-76.2%[inhibitor],i,-3.1%,4.5%,7.2%,12.8%,-2.0%,-41.5%
CCOC(=O)C(CCOc1cccc(CC)c1)C(=O)OCC,3.2%,-0.9%,-2.4%,-1.7%,4.5%,-10.9%,-1.9%[38.3 µM],-19.5%[46.1 µM]
COc1cc(NS(C)(=O)=O)ccc1Cc1c2ccccc2nc2ccccc12,-67.2%[inhibitor],-4.6%,-1.6%,0.8%,?,4.7%,2.3%,/
CSc1nc(SCC(=O)O)c2sc3nc(-c4ccccc4)c4c(c3c2n1)CCC4,/,-18.8%,/,0.1%,?,7.3%,/,?
Cc1oc(C)c(C(=O)O)c1C(=O)O,/,i,/,-0.1%,-1.5%,-11.4%,/,-14.1%
CS(=O)(=O)N(CC(=O)N1CCCCC1)C1CCCCC1,1.8%,-7.6%,-3.5%,0.0%,14.0%,4.3%,-1.1%[38.3 µM],9.2%[46.1 µM]
Cc1ccc2nc(SCC(=O)N/N=C/c3ccco3)cc(C)c2c1,-23.7%,-7.0%,-1.7%,0.4%,-4.0%,12.6%,-9.4%,-21.0%
O=C(CCCSc1nc2ccccc2c(=O)[nH]1)c1ccccc1,-5.1%,-3.2%,5.8%,-1.6%,5.0%,7.2%,14.5%,-8.2%

# Individual results from the entries so far:
# Reading for CCOC(=O)C(CCOc1cccc(CC)c1)C(=O)OCC under KinaseGlo FLuc: -2.4%
# Reading for COc1cccc(O)c1CN1CCCC(C(=O)c2cccc(C(F)(F)F)c2)C1 (stereo not given) under JMJD2E inh: 10.4%

# Next results follow.
SMILES,SMN2 splice up,RECQ1 helicase,KinaseGlo FLuc,Epigenetic derep,JMJD2E inh,RGS12 GoLoco inh,IMPase Li inh,NPSR antagonist
O=S(=O)(NN1CCOCC1)c1ccc(Cl)s1,5.9%,-3.3%,1.0%,-0.4%,7.2%,-0.9%,7.4%,10.0%
Cc1cc(C)cc(N(CC(=O)O)S(=O)(=O)c2c(C)[nH]c(=O)[nH]c2=O)c1,/,-5.6%,/,1.1%,12.3%,2.6%,3.3%,10.6%
OC1(c2cccc(C(F)(F)F)c2)CCN(Cc2nnnn2CCc2ccccc2)CC1,-18.3%,-3.0%,-1.0%,2.1%,-19.3%,2.3%,10.2%,-14.4%[46.1 µM]
Cc1nc(SC2CC(=O)N(c3ccccc3)C2=O)n[nH]1 (stereo not given),-4.2%,i,3.1%,7.7%,-15.1%,-8.3%,-9.1%,15.2%
O=C(NCCc1csc(-c2ccccc2)n1)c1c(F)cccc1Cl,-36.3%[inhibitor],-0.5%,2.4%,-1.3%,1.9%,9.9%,2.8%,6.8%
O=C(CN1CCN(c2cccc(Cl)n2)CC1)N1CC(O)CO1 (stereo not given),-4.0%,i,1.7%,1.2%,10.1%,5.5%,4.8%,14.5%
OCC1(CO)COC2(CCCC2)N1,23.9%,-10.4%&-0.8%,-0.8%,4.0%&0.0%,87.9%&9.1%[activator],0.0%&3.6%,-3.1%[38.3 µM],-9.5%[46.1 µM]
Nc1sc2c(c1C(=O)c1ccccc1)CCCC2,-16.9%,-0.5%,-0.8%,-1.7%,-25.0%,-1.7%,-4.5%[38.3 µM],0.5%[46.1 µM]
CCOC(=O)CSc1nc(C)c2cc(C)c(C)cc2n1,/,-1.5%,-1.2%,-7.1%,?,15.4%,4.9%,26.3%
O=C(NCCc1cccc(F)c1)[C@@H]1CSC2c3ccccc3C(=O)N21 (stereo not given in full),-11.7%,-11.1%,-0.6%,2.1%,-2.6%,11.8%,-17.1%[38.3 µM],-5.4%[46.1 µM]
O=C(Oc1c(Cl)cc(Cl)c2ccccc12)N1CCCC1,-1.2%,-7.7%,3.1%,1.2%,2.9%,-8.1%,13.0%[38.3 µM],-18.1%[46.1 µM]
O=C(NCCNc1ccc([N+](=O)[O-])cc1)c1cccc(Br)c1,-24.0%,-13.0%,1.1%,?,-5.7%,12.7%,3.9%,-3.5%
O=C(Nc1nccs1)C1C2/C=C\CCCCC21 (stereo not given),-2.5%,-0.4%,3.4%,-1.1%,0.2%,0.0%,41.9%[activator][38.3 µM],-12.7%[46.1 µM]
COc1ccc(C(=O)Nn2c(C)nnc2-n2nc(C)cc2C)cc1OC,8.3%,-0.9%,2.5%,-1.0%,10.2%,9.1%,0.1%,1.0%
Cc1cccc(/C=N/NC(=O)Cn2nnnc2N)n1,/,0.3%,/,-0.3%,-6.9%,3.1%,/,-16.0%
O=C(NCc1cccs1)c1cnn2cccnc12,4.4%,4.8%,3.8%,0.0%,?,6.4%,22.1%[38.3 µM],0.1%[46.1 µM]
CCC(=O)Nc1ccc2c(c1)ncn2-c1ccc(OC)cc1,12.6µM*,-0.6%,-1.8%,1.2%,7.4%,0.0%,5.6%,4.5%[46.1 µM]
CCOC(=O)/C=C/C(=O)OCC(=O)Nc1ccc(OC)c(Cl)c1,2.8%,-20.2%,2.7%,-1.1%,-9.8%,-3.3%,4.1%,17.1%
COc1ccc(C(=O)N[C@H](C(=O)Nc2nc3c(s2)CCCC3)C(C)C)cc1,?,-4.8%,-1.4%,-0.9%,10.9%,19.5%,9.5%,-22.6%
C/C=C(/C)C(=O)Nc1cccc(C2=NOC3(C2)C[C@@H](C(N)=O)N(C(=O)[C@H]2CCC(=O)N2)C3)c1 (stereo not given in full),/,-7.8%,/,-0.4%,4.0%,3.9%,/,27.0%
N#Cc1ccc(Oc2ccc(C(N)=O)cc2)cc1C#N,-11.4%,i,-1.9%,-0.7%,4.4%,-18.8%,11.0%[38.3 µM],7.5%[46.1 µM]
Cc1cc(=O)oc2cc(OCC(=O)OC(C)C(=O)NC3CCCC3)ccc12 (stereo not given),-0.6%,4.0%,-0.5%,-1.4%,?,-2.2%,1.4%,13.8%
Cc1ccccc1OCC(=O)OCC(=O)c1ccc(OCc2ccccc2)cc1,14.1µM*,0.7%,5.5%,7.6%,0.8%,17.2%,-0.4%,15.9%
Cc1c(C(=O)NN2CCOCC2)nn(-c2ccc(Cl)cc2Cl)c1-c1ccc(I)cc1,/,10.1%&-0.9%,0.0%,-1.1%,?,10.7%,16.0%,/
CS(=O)(=O)N1CCC(C(=O)NCc2ccco2)CC1,14.8%,i,-0.7%,0.0%,-4.3%,-10.3%,24.2%[38.3 µM],-2.2%[46.1 µM]
O=C(c1cc2ccccc2oc1=O)N(Cc1ccc2c(c1)OCO2)Cc1ccco1,-1.6%,i,0.3%,0.5%,-4.9%,0.6%,6.6%[38.3 µM],4.8%[46.1 µM]
CCc1nc(N)nc2c1C(=O)CC(C)(C)C2,-27.6%,-2.3%,0.6%,0.0%,11.7%,2.5%,-10.6%[38.3 µM],1.4%[46.1 µM]
CCn1c(C)nc2cc(C(=O)NNS(=O)(=O)c3c(C)c(C)cc(C)c3C)ccc21,-3.7%,-14.8%,0.1%,-0.1%,4.2%,66.2%[activator],43.9%[38.3 µM],-5.2%[46.1 µM]

# This is a subset; count on the stated rates, not on these rows.
